mHtt clearance: clearance of mutant huntingtin inclusions, primary screen, imaging, HeLa Exon1htt(103Q)mCFP, confocal imaging. AID 853, 2007. aggregate imaging; zero = plate's median compound well. inhibition, % at 1.5 µM. actives 0.42% (n = 47,000);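 active = inhibition of aggregate fluorescence above about 70%, also judged a hit by eye on the cell image, limit read from the data, passing the limit was not always enough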;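 note: cells exposed to compound for three days before fixation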
mHtt clearance grain fraction: second read-out of mHtt clearance, no call of its own (marks repeat the call); fraction fluorescence in grains; measured here: aggregate grain fluorescence fraction; active compounds read low;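 scaled fraction of total cell fluorescence in grains with unit not stated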
* marks the source's active call; other numbers are inactive results.

mHtt clearance | mHtt clearance grain fraction | SMILES
-5.0 | 17.3 | Cc1nnc(OCc2nc3ccccc3n2C)c2ccccc12
35.8 | 11.8 | COc1ccc(C(c2nnnn2CS(=O)(=O)c2ccc(C)cc2)N2CCN(c3ncccn3)CC2)cc1 (stereo not drawn)
0.3 | 23.4 | CC(=O)Nc1ccc(NS(=O)(=O)c2cccc3ccccc23)cc1
-11.1 | 21.6 | COc1ccc(-c2cn(-c3ccc(C)cc3)c(=O)n2CC(=O)Nc2ccc(OC)cc2OC)cc1
39.9 | 19.4 | CC1(C(=O)NC2CCCCC2)CCC(=O)N1Cc1cccnc1 (stereo not drawn)
40.7 | 9.57 | COCc1nnc(NC(=O)CCC2CCCCC2)s1
-34.1 | 27.1 | CCn1c(SCC(=O)OCc2ccccc2)nnc1-c1ccco1
45.8 | 10.6 | CNC(=O)c1ccc(OCc2ccccc2)c(OC)c1
-11.0 | 21.8 | CN1CC2=Cc3ccccc3OC23Oc2ccccc2C=C3C1
-68.7 | 30 | Nn1c(SCC(=O)NC2CCCCC2)nnc1-c1ccc(Cl)cc1
-21.4 | 24 | Cc1ccc2cc(CN(CCCO)S(=O)(=O)c3cccc4nsnc34)c(=O)[nH]c2c1
-41.8 | 27.5 | CCCc1nnc(NC(=O)C(C)N2C(=O)C3C4C=CC(C4)C3C2=O)s1 (stereo not drawn)
2.3 | 35.9 | CCN(CC)S(=O)(=O)N1CCC(C(=O)NCCN2CCOCC2)CC1
0.2 | 34.1 | COc1ccc2cc(CN(Cc3cccnc3)S(=O)(=O)c3ccccc3)c(=O)[nH]c2c1
13.3 | 26.4 | Cc1cccc(Nc2ccccc2C(=O)NCc2ccco2)c1C
29.6 | 13.7 | CC(C)(C)SCCNC(=O)c1ccc(Cl)c(S(=O)(=O)N2CCOCC2)c1
-23.5 | 54.6 | Cn1c(=O)c2[nH]c(CNCc3ccccc3Cl)nc2n(C)c1=O
29.7 | 28.1 | CCOC(=O)c1c(C)[nH]c(C)c1C(=O)COC(=O)c1ccc(S(=O)(=O)N(CC)CC)cc1
23.3 | 30.5 | COc1ccccc1N1CCN(c2nnc(-c3ccc(F)cc3)c3ccccc23)CC1
38.5 | 9.93 | C=CCNC(=O)NC(=S)c1ccccc1
63.9 | 6.99 | CCC(=O)N/C(=N/c1nc(C)cc(C)n1)Nc1ccc(OC)cc1
-14.0 | 42.6 | Oc1cccc(Nc2ncnc3ccccc23)c1
32.8 | 21 | Cc1ccc(NC(=O)c2cc([N+](=O)[O-])ccc2NCc2cccnc2)cc1Cl
-0.1 | 19.6 | CCCn1c(NC(=O)C2CCN(S(=O)(=O)c3cccs3)CC2)nc2ccccc21
3.0 | 20.2 | CCNc1nc(NC(C)C)nc(OCCNS(=O)(=O)c2cc(C)ccc2C)n1
-39.1 | 26.1 | C=C1C2(C(=O)NCc3ccco3)CCC(C2)C1(C)C (stereo not drawn)
6.7 | 17.4 | CCOC(=O)c1c(NC(=O)CSc2nnc(Cc3csc(N)n3)n2C)sc(C)c1C
1.9 | 42.4 | Cc1ccc(CN2C(=O)CCC2C(=O)NCc2ccco2)cc1 (stereo not drawn)
-5.6 | 37.8 | O=C1Nc2cc(Cl)c(Cl)cc2N(O)N1c1cccc(Cl)c1
5.7 | 16.8 | CSC1=NC2(CC(c3ccccc3)Oc3cc(O)ccc32)CC(C)(C)N1 (stereo not drawn)
-2.6 | 31.6 | Cc1nc(NC(=O)/C=C/c2ccccc2)sc1C(=O)Nc1ccccc1Cl
26.5 | 22.6 | CCCC(C(=O)NCc1ccco1)N(C(=O)CNS(=O)(=O)c1ccccc1)c1ccccc1OC (stereo not drawn)
-19.8 | 24.1 | COc1ccc(OC(=O)c2cccc([N+](=O)[O-])c2)c(C(=O)/C=C/c2cccs2)c1
-98.3 | 38.5 | CCOC(=O)N1CCC(NCCNC(=O)c2ccccc2)CC1
-25.2 | 36.6 | Cc1cc(C(=O)CSc2nnc3c(Cl)cc(Cl)cn23)c(C)n1C
3.8 | 19.8 | c1csc(-c2nc3ccccc3[nH]2)c1
-58.0 | 32.1 | CSc1nnc(-c2cnccn2)n1C
21.9 | 29.2 | Clc1ccc(-c2ccc(-c3nn4c(-c5ccco5)nnc4s3)o2)cc1
32.3 | 12.7 | CCn1cc(Br)c(C(=O)Nc2cccc(SC)c2)n1
-37.7 | 49.7 | COc1ccc2nc3oc(C(=O)N4CCN(c5cccc(Cl)c5)CC4)cc3cc2c1
49.0 | 18.5 | Nc1nonc1-c1noc(CCCN2C(=O)c3ccccc3C2=O)n1
-26.4 | 22.4 | CCOc1ccc(CN2CCN(c3cc(C)nc4c5c(C)cc(C)nc5nn34)CC2)cc1
-7.6 | 40.3 | CCCn1c(SCC(=O)Nc2c(CC)cccc2CC)nnc1C(C)C
9.7 | 19.9 | CCOc1ccc(N(C(C)C(=O)Nc2ccc(OC)cc2)S(C)(=O)=O)cc1 (stereo not drawn)
-31.8 | 27.6 | CNc1cccccc1=S
-62.2 | 33.5 | CC(=NCc1ccco1)C1=C(O)c2ccccc2C1=O
28.9 | 26.7 | CC(=O)C1=C(O)C(=O)N(CC#N)C1c1cccs1 (stereo not drawn)
-10.8 | 19.8 | CCN1C(=O)CC(N2CCC(C(=O)OC)CC2)C1=O (stereo not drawn)
23.1 | 30.4 | CCN1CCN(c2nc(-c3ccncc3)nc3ccccc23)CC1
-19.0 | 25.1 | C=CCn1cc(C(=O)NCCOC)c(=O)c2cc(S(=O)(=O)N(CC)CC)ccc21
-12.4 | 22.7 | COc1ccc(O)c(C(=O)c2cc(C#N)c(=O)n(-c3c(C)n(C)n(-c4ccccc4)c3=O)c2)c1
-97.7 | 83.9 | CC(=O)c1ccc(NC(=O)CCn2c(=O)oc3ccccc32)cc1
-4.3 | 43.9 | CCCc1cc(=O)[nH]c(SCC(=O)NCCCC(=O)OCC)n1
-6.3 | 47 | CCN(CC)S(=O)(=O)c1ccc2oc(C(=O)N3CCOCC3)c(C)c2c1
-9.4 | 19.7 | COc1ccc(S(=O)(=O)N2CCC(C(=O)NCc3ccco3)CC2)cc1
-14.8 | 45.3 | Clc1ccc2[nH]c3c(c2c1)CCc1cn[nH]c1-3
5.9 | 28.2 | CCc1c(C)nc2[nH]nc(-c3ccccc3)n2c1=O
-3.0 | 35.1 | Cc1nc(N2CCN(Cc3ccccc3)CC2)nc2c1C(=O)CCC2
-30.9 | 28.1 | Cc1[nH]nc2c1C(=O)CCC2
40.5 | 13.2 | O=C(CSc1ncccc1-c1nc2ccccc2[nH]1)NC1CC1

3 compounds out of the list above, arranged by the number in mHtt clearance, smallest number first:
Compound,mHtt clearance,mHtt clearance grain fraction
CC(=O)c1ccc(NC(=O)CCn2c(=O)oc3ccccc32)cc1,-97.7,83.9
CC(=NCc1ccco1)C1=C(O)c2ccccc2C1=O,-62.2,33.5
Nc1nonc1-c1noc(CCCN2C(=O)c3ccccc3C2=O)n1,49.0,18.5

Next section:
mHtt clearance | mHtt clearance grain fraction | SMILES
-32.2 | 27.5 | O=C(C1CCC(=O)N1Cc1ccccc1Cl)N1CCN(c2cccc(Cl)c2)CC1 (stereo not drawn)
22.4 | 14.8 | CC(C(=O)NCc1ccccc1)N1C(=O)CN(C)C(=O)c2ccccc21 (stereo not drawn)
-5.7 | 40.2 | Cc1cc(C)n(-c2ccc(Cl)c(C(=O)O)n2)n1
-11.6 | 26.4 | O=c1c2ccccc2nnn1CSc1nnc(-c2cccc(S(=O)(=O)N3CCCCC3)c2)o1
26.4 | 12.9 | CCc1ccc(NC(=O)CC2NCCNC2=O)cc1 (stereo not drawn)
16.0 | 15.1 | CC(=O)OC(C(=O)N1CCN(c2ccc(F)cc2)CC1)c1ccccc1 (stereo not drawn)
-46.5 | 29.1 | O=C(Nc1ccc2c(c1)CCC2)c1cnn2c1NC(c1ccco1)CC2C(F)(F)F (stereo not drawn)
5.3 | 36.3 | O=C(CSc1ncnc2c1oc1ccccc12)Nc1cccc(Cl)c1
10.4 | 33.1 | CCN(CC)c1nc(N)nc(N(c2ccccc2)c2ccccc2)n1
-58.7 | 26.1 | O=C(Nc1ccc(N2CCOCC2)c(Cl)c1)c1cccnc1
-47.0 | 50.9 | C=CCn1c(-c2ccc(OC)c(OC)c2)n[nH]c1=S
-19.0 | 41.7 | CCOC(=O)CSc1nc(C2CC2)nc2ccccc12
-16.1 | 45.5 | CCOc1cccc2c1OC1(C)CC2NC(=O)N1c1cccc(Cl)c1 (stereo not drawn)
3.0 | 41.5 | CN(C)Cc1cc(C(C)(C)C)c(O)c(C(C)(C)C)c1
-10.1 | 21.4 | O=C(Nc1cccnc1)c1cc(-c2ccccc2)on1
27.4 | 13.6 | Cc1cc2nc3c(c(=O)n2[nH]1)CCCC3
-7.0 | 20.6 | CCn1c(=N)n(CC(O)COc2cccc(C)c2)c2ccccc21 (stereo not drawn)
12.7 | 31.6 | N=c1c(S(=O)(=O)c2ccccc2)cc2c(=O)n3ccccc3nc2n1CC1CCCO1 (stereo not drawn)
-6.6 | 36.3 | COc1cc(NC(=O)Cc2ccccc2)ccc1NC(=O)c1ccco1
-29.7 | 27.4 | O=C(c1cc(-c2ccccn2)nc2c(Cl)cccc12)N1CCN(C(=O)C2CCCO2)CC1 (stereo not drawn)

Three neighbouring records out of the list so far, quoted:
mHtt clearance | mHtt clearance grain fraction | SMILES
12.7 | 31.6 | N=c1c(S(=O)(=O)c2ccccc2)cc2c(=O)n3ccccc3nc2n1CC1CCCO1 (stereo not drawn)
-6.6 | 36.3 | COc1cc(NC(=O)Cc2ccccc2)ccc1NC(=O)c1ccco1
-29.7 | 27.4 | O=C(c1cc(-c2ccccn2)nc2c(Cl)cccc12)N1CCN(C(=O)C2CCCO2)CC1 (stereo not drawn)

More results.
mHtt clearance | mHtt clearance grain fraction | SMILES
30.1 | 13.3 | O=C(CCNc1ccc(F)cc1)c1ccco1
-20.9 | 51 | CCc1nc(SCC(=O)Nc2c(C)n(C)n(-c3ccccc3)c2=O)n[nH]1
19.9 | 16.4 | CCOC(=O)c1ccc(CC(=O)c2ccc(O)cc2O)o1
-39.2 | 29 | COC(=O)c1nn(-c2ccc(OC)cc2)c(=O)cc1Oc1cccc(Cl)c1
5.8 | 17.4 | COc1ccc(-c2nc(C)c(C(C)=O)n2O)cc1OC
-63.7 | 62.4 | CCCn1c(SCC(=O)Nc2nnc(CC)s2)nnc1-c1ccco1
10.0 | 15.3 | CCOC(=O)NCC(C)(C)CNC(=O)OCC
-5.1 | 42.6 | CC1CCCN(S(=O)(=O)c2ccc(NC(=O)Cn3nnc(-c4ccccc4F)n3)cc2)C1 (stereo not drawn)
31.8 | 11 | CCn1c(CCn2ccnc2C)n[nH]c1=S
1.9 | 46.1 | Cc1oc(-c2cccs2)nc1CS(=O)CC(=O)NC1CCCCCC1 (stereo not drawn)
69.3 | 5.66 | CC(=O)NCC(=O)OCN1C(=O)c2ccccc2C1=O
35.6 | 26.4 | COc1ccc(C(=O)N2CCN=C2SCc2cccnc2)c(OC)c1
10.0 | 36.3 | CCOC(=O)N1CCN(C(=O)c2cnc3n(c2=O)CCS3)CC1
-33.9 | 62 | CC(C)(C)OC(=O)N1CCOCCOCCN(C(=O)OC(C)(C)C)CCOCCOCC1
0.0 | 38.7 | CCNC(=O)c1ccc(C2SCC(=O)N2Cc2ccco2)cc1 (stereo not drawn)
6.2 | 22.1 | C/C(=C\C(=O)c1ccccc1)Nc1ccc(O)cc1
-38.1 | 26.9 | CCOC(=O)c1csc(NC(=O)CSc2nnnn2-c2ccc3c(c2)OCCO3)n1
-4.3 | 21.4 | O=C(NC1CCC(C(=O)O)CC1)OCc1ccccc1 (stereo not drawn)
-50.0 | 28.7 | COc1ccc(Br)cc1S(=O)(=O)n1ccnc1C
-17.2 | 56.7 | Cc1n[nH]c(C)c1S(=O)(=O)N1CCCC(C(=O)NC2CCCc3ccccc32)C1 (stereo not drawn)

Whole records, quoted from the list. Order of values: mHtt clearance | mHtt clearance grain fraction
CC1CCCN(S(=O)(=O)c2ccc(NC(=O)Cn3nnc(-c4ccccc4F)n3)cc2)C1 (stereo not drawn) is entered as -5.1 | 42.6
O=C(NC1CCC(C(=O)O)CC1)OCc1ccccc1 (stereo not drawn) is entered as -4.3 | 21.4
COc1ccc(Br)cc1S(=O)(=O)n1ccnc1C is entered as -50.0 | 28.7

In a second layout: 2 of the compounds above
canonical_smiles	mHtt clearance	mHtt clearance grain fraction
CCNC(=O)c1ccc(C2SCC(=O)N2Cc2ccco2)cc1 (stereo not drawn)	0.0	38.7
C/C(=C\C(=O)c1ccccc1)Nc1ccc(O)cc1	6.2	22.1

(listing goes on)
mHtt clearance | mHtt clearance grain fraction | SMILES
54.1 | 10.4 | CCN(CC)C(=O)Cn1cnc2sc(C(=O)Nc3cc(OC)c(OC)c(OC)c3)c(C)c2c1=O
9.4 | 15.4 | Cc1nc(SCCCSc2n[nH]c(C)n2)n[nH]1
14.9 | 15.1 | CCN1C(=O)N(CC)C2NC(=S)NC21 (stereo not drawn)
6.7 | 39.4 | Cc1nn(-c2ccccc2)c2c1C1(C(=O)N(C)c3ccccc31)N(c1ccccc1)C(=O)N2 (stereo not drawn)
-30.5 | 24.4 | CCCOc1ccc(C(=O)N2CCCc3ccccc32)cc1
34.5 | 14.5 | COc1ccc(-c2coc3cc4oc(=O)cc(C)c4cc23)cc1F
19.0 | 32.8 | Cc1nn(-c2ccccc2)c(=S)n1-c1ccccc1
52.5 | 18.8 | Cc1cc(NCc2ccccc2)nc(N2CCOCC2)n1
49.7 | 10.1 | COc1cccc(CNc2cc(CSc3ccc(Cl)cc3)nc(C)n2)c1
4.5 | 31.9 | CCC1CCCCN1C(=O)CSc1nnc(-c2ccc(OC)cc2)o1 (stereo not drawn)
29.9 | 14.6 | O=C(OC1CCN(c2ncc(C(F)(F)F)cc2Cl)CC1)c1cccc(C(F)(F)F)c1
41.1 | 12.7 | Fc1ccc(F)c(CN2CCN(c3ncccn3)CC2)c1
-22.6 | 20.7 | Cc1ccc(S(=O)(=O)N(C)CC(=O)N2CCN(c3ccccn3)CC2)cc1

From PubChem BioAssay

These rows are one share of the data; count on the stated rates, not on these rows.
